aSyn tox rescue: alpha-synuclein toxicity suppression in yeast. S. cerevisiae alpha-synuclein toxicity rescue, BacTiter-Glo growth, 24 h. 94,000 tested, 0.02% active. AID 1347070. Potency, µM (titrated, usually from 46.1 µM), for the others: at the highest dose growth rescue (activation), actives largely listed as activators; active means well fitted activation curve with a large enough effect; inconclusive means small, poorly fitted or top-dose-only effect; further: 0% is about no effect
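Growth restoration measured by BacTiter-Glo luminescence after 24 hr at 30 deg C; alpha-synuclein yeast, raffinose-pregrown to mid-log, were added at OD600=0.02 in galactose medium onto pinned compounds.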
Numbers without * were called inactive; u = inconclusive; [ ] = remark or other dose. Potency means the concentration at half of the fitted maximal effect. These rows are one share of the data; rates above refer to the full screens.

SMILES,aSyn tox rescue
Cc1cccc(NC(=O)C2CCCN(S(=O)(=O)c3cccc4nonc34)C2)c1C (configuration not stated),-6%
O=C(c1cccc(S(=O)(=O)Nc2cccc(C(F)(F)F)c2)c1)N1CCOCC1,3%
CN1CCN(CCNC(=O)c2cnn(-c3cccc(Cl)c3)c2C2CCN(C(=O)OC(C)(C)C)CC2)CC1,0%
CC(=O)n1cc(C2CC(=O)OC3=C2CC(=O)C(C)(C)C3)c2ccccc21 (configuration not stated),1%
Cc1ccc(C(=O)OCc2cn(-c3ccccc3)nn2)cc1,16%
COc1ccc(NC(=O)NC2(C)CCS(=O)(=O)C2)cc1 (configuration not stated),1%
CCOc1ccccc1NC(=O)c1c(NC(=O)C(C)Oc2cccc(Cl)c2)sc2c1CCCCC2 (configuration not stated),-9%
O=C1CN(C(=O)COC(=O)c2cc(Cl)ccc2[N+](=O)[O-])c2ccccc2N1,-7%
CC(C(=O)NC1CCCC1)N(C(=O)Cn1nnc(-c2ccc(F)cc2)n1)c1ccccc1F (configuration not stated),3%
COc1ccccc1CCNC(=O)CNC(=O)c1ccc2ccccc2c1,-1%
COc1ccc(CCC(=O)N2CCc3c([nH]c4ccccc34)C2c2ccc(F)cc2)cc1 (configuration not stated),10%
Cc1ccc(-n2c(=O)c3sccc3n(Cc3cc(=O)n4ccccc4n3)c2=O)cc1,1%
Cc1ccc(NC(=O)N2CCC(n3c(C)nc4cccnc43)CC2)c(Cl)c1,1%
C[C@@H]1CN([C@H](C)CO)C(=O)CCCn2nncc2CO[C@H]1CN(C)Cc1cccc2c1OCCCO2,2%
CC1CCN(c2ccc(-c3nc(C(C)C)no3)cc2[N+](=O)[O-])CC1,9%
NC(N)=NN=C1CCC(c2ccccc2)CC1 (configuration not stated),-1%
CCOCCCNC(=O)CN1C(=O)COc2ccc(S(=O)(=O)N3CCCCCC3)cc21,1%
COC(=O)c1c(-c2cccs2)csc1NC(=O)c1cccc(Cl)c1,-7%
CCCOC(=O)c1ccc(NC(=O)Cn2nnc3sc4c(c3c2=O)CCC(C(C)(C)C)C4)cc1 (configuration not stated),0%
Cc1c(NC(=O)c2nc3ccccc3n(C)c2=O)cccc1[N+](=O)[O-],0%
CC1CC(C)CN(CCCNC(=O)CCNC(=O)Cn2cnc3ccccc3c2=O)C1 (configuration not stated),8%
CCc1cccc2c(-c3ccc(F)cc3)nc(SCC(=O)Nc3ccccc3)nc12,-14%
O=C(Nc1ccc(NC(=O)c2cccs2)cc1)c1ccc2c(c1)OCCO2,-4%
O=C(c1ccco1)N1CCN(Cc2cc(=O)c(OCc3cccc(F)c3)co2)CC1,5%
CCCCN1C(=O)C(CC(=O)NCCN2CCOCC2)CC(C(=O)N(C)C)=C1C (configuration not stated),-9%
CCN(CC)CCn1c(=N)n(CC(O)COc2ccccc2)c2ccccc21 (configuration not stated),0%
Cc1ccc2c(c1)c1c(c(=O)n(-c3cccc(Cl)c3)c(=O)n1CC(=O)Nc1c(C)cccc1C)n2C,2%
COCCn1c(-c2ccc(C)cc2)nc2c(c(=O)c3ccccc3n2C)c1=O,1%
Cc1csc2nc(CNS(=O)(=O)c3ccc4c(c3)CCCC4)cn12,2%
CCN1CCc2c(sc(NC(=O)C3CCCCC3)c2C(=O)OC)C1,1%
CCOC(=O)CNC(=O)C1Cc2ccccc2CN1S(=O)(=O)c1cccs1 (configuration not stated),-8%
C=C(C)COc1ccc(-c2nc(N)ncc2-c2ccccc2OC)c(O)c1,1%
Cc1ccc(NC(=O)c2ccc(=O)n(CC(=O)Nc3c(C)cc(C)cc3C)n2)cc1,-6%
COc1ccc(C(C(=O)NC2CCCC2)N(C(=O)c2snc(C(N)=O)c2N)c2cc(C)ccc2OC)cc1OC (configuration not stated),-3%
CC(=O)c1cccc(NC(=O)CSc2nc3ccccc3nc2Cc2ccc(F)cc2)c1,-7%
CC1CCN(CCCCOc2ccc([N+](=O)[O-])cc2)CC1,0%
CCC1CCCCN1C(=O)c1cc2cc(Br)ccc2oc1=O (configuration not stated),-2%
O=C(c1ccccc1)N1CCN(CC(O)Cn2ccc3ccccc32)CC1 (configuration not stated),-8%
Cc1ccc(-c2cc(C(=O)NC3CCCCC3)no2)cc1,7%
COc1ccc(CCNC(=O)C2c3ccccc3C(=O)N2Cc2ccccc2)cc1OC (configuration not stated),6%
CCCNC(=O)c1ccccc1C(=O)NC1(C(=O)NCCC)CCCC1,5%
CCOC(=O)c1ccc(NC(=O)CN(C)S(=O)(=O)c2ccc(Br)s2)cc1,4%
Cn1c(CO)cnc1-c1ccccc1,-4%
Cc1cc(C)cc(NC(=O)C(=O)NCC(c2cccnc2)N2CCc3ccccc32)c1 (configuration not stated),20%
CCOC(=O)c1c(C)oc2ncnc(Nc3ccc(CC)cc3)c12,0%
CC1Cc2cc(S(=O)(=O)N(Cc3ccccc3)C(C)C)ccc2N1C(=O)C1CCC1 (configuration not stated),-3%
COC(=O)c1ccc(NC(=O)NC(C)c2c(-n3cccc3)sc(C)c2C)cc1 (configuration not stated),-20%
Cc1c(Br)c([N+](=O)[O-])nn1CC(=O)N1CCc2ccccc21,-11%
COc1ccc(-c2nc(SCC(=O)NC(C)CCc3ccccc3)n[nH]2)cc1 (configuration not stated),0%
CCc1ccc2oc(-c3cccc(NC(=O)COc4ccccc4Cl)c3)nc2c1,6%
CCCCN(C(=O)CSc1cc(C)c2ccccc2n1)c1c(N)n(Cc2ccccc2)c(=O)[nH]c1=O,3%
CC(C)CC(=O)Nc1ccc(C(=O)COC(=O)C2=COCCO2)cc1,-4%
Cc1ccc(S(=O)(=O)N2C[C@H]3C(=O)C[C@@H](c4cccc(Cl)c4)N(S(=O)(=O)c4ccc(C)cc4)[C@H]3C[C@H]2c2cccc(Cl)c2)cc1,-1%
COc1ccc(CCNC(=O)c2cc(S(=O)(=O)N3CCCC(C)C3)cn2C)cc1OC (configuration not stated),0%
COC(=O)N/N=C/c1ccc(OS(=O)(=O)c2ccc(C)cc2)c(OC)c1,5%
CCOC(=O)c1nn(-c2ccc(C)cc2)c(=O)cc1OCC(=O)Nc1cc(C)ccc1OC,-11%
COc1ccc(-c2c3c(nc4sc(C(=O)Nc5ccccc5F)c(N)c24)CC(C)(C)CC3=O)cc1,-3%
O=C1CC(c2ccccc2)CC(O)=C1C=NCc1ccncc1 (configuration not stated),12%
Cn1cc(S(=O)(=O)N2CCCCC2)cc1C(=O)Nc1ccc(OC(F)(F)F)cc1,-9%
Cc1ccc(S(=O)(=O)NCCC(=O)Nc2ccncc2)cc1C,-10%

4 entries drawn at random from those above:
SMILES,aSyn tox rescue
Cc1ccc(S(=O)(=O)N2C[C@H]3C(=O)C[C@@H](c4cccc(Cl)c4)N(S(=O)(=O)c4ccc(C)cc4)[C@H]3C[C@H]2c2cccc(Cl)c2)cc1,-1%
Cc1ccc(-c2cc(C(=O)NC3CCCCC3)no2)cc1,7%
COc1ccc(CCNC(=O)C2c3ccccc3C(=O)N2Cc2ccccc2)cc1OC (configuration not stated),6%
O=C(c1ccccc1)N1CCN(CC(O)Cn2ccc3ccccc32)CC1 (configuration not stated),-8%

Six consecutive entries from above, quoted:
SMILES,aSyn tox rescue
O=C(c1ccccc1)N1CCN(CC(O)Cn2ccc3ccccc32)CC1 (configuration not stated),-8%
Cc1ccc(-c2cc(C(=O)NC3CCCCC3)no2)cc1,7%
COc1ccc(CCNC(=O)C2c3ccccc3C(=O)N2Cc2ccccc2)cc1OC (configuration not stated),6%
CCCNC(=O)c1ccccc1C(=O)NC1(C(=O)NCCC)CCCC1,5%
CCOC(=O)c1ccc(NC(=O)CN(C)S(=O)(=O)c2ccc(Br)s2)cc1,4%
Cn1c(CO)cnc1-c1ccccc1,-4%

The listing continues:
SMILES,aSyn tox rescue
Cc1nc(SCc2c(F)cccc2Cl)c2c(=O)n(C)c(=O)n(C)c2n1,5%
CCN(CC)CCCNC(=O)c1oc2ccc(S(=O)(=O)N3CC(C)CC(C)C3)cc2c1C (configuration not stated),1%
Clc1cccc(-c2ccc(CNCCSc3nnnn3-c3ccccc3)o2)c1,-29%
CC1CCN(C(=O)c2ccc3c(c2)N(Cc2ccccc2)C(=O)c2ccccc2S3(=O)=O)CC1,2%
O=C(COC(=O)c1ccc(-c2cnc3ccccc3n2)cc1)c1ccccc1,2%
O=c1c2c(nc3c(-c4ccc(Cl)cc4)c[nH]n13)CCC2,-9%
Nc1cnnc(N/N=C\c2ccccc2)c1Cl,2%
CCOc1ccccc1NC(=O)C(c1ccccc1)N1Cc2ccccc2C1=O (configuration not stated),1%
O=C(/C(=C/O)N=Nc1cccc(C(F)(F)F)c1)c1ccccc1,-64%[inhibitor]
COc1ccccc1NS(=O)(=O)c1ccc(C(N)=O)cc1,3%
C=CCn1c(SCC#N)nnc1-c1ccc2ncccc2c1,6%
CCCCN1C(=O)C(CC(=O)NC2CCCCC2)CC(C(=O)N(CC)CC)=C1C (configuration not stated),-4%
Cc1cc(C)c(NC(=O)CSc2nc3c([nH]c4ccccc43)c(=O)n2C)c(C)c1,7%
Cc1ccc(-c2cn3c4c(=O)n(C)c(=O)n(C)c4nc3n2-c2cccc(Cl)c2)cc1,-2%
CCC(=O)C1CCCN(C(=O)c2ccc(OC3CCN(C(=O)c4cccnc4)CC3)cc2)C1 (configuration not stated),3%
COc1c(Cl)cc(C(=O)NCc2ccco2)cc1Cl,-6%
CCOc1ccc(CNCCSc2nnnn2C)cc1OC,-7%
COc1ccc(NCc2cc3cc4c(cc3n(CC(=O)Nc3cc(C)cc(C)c3)c2=O)OCO4)cc1,6%
COc1ccc(C(CNC(=O)c2ccc(-c3ccccc3)cc2)N(C)C)cc1OC (configuration not stated),-11%
COc1ccc(CCNc2ncnc3c2c(-c2ccccc2)cn3-c2ccc(Cl)cc2)cc1OC,-2%
O=C(c1cccc([N+](=O)[O-])c1)N1c2ncnn2C2(CCCCC2)[C@@H]2CCCC[C@@H]21,1%
CCCCCCNC(=O)OC12CN(C(=O)OC(C)C)N(C(=O)OC(C)C)CC1(O)CN(S(=O)(=O)c1ccc(C)cc1)C2 (configuration not stated),1%
COC(=O)c1cnn(-c2ccc(C(=O)Nc3ccc(C(C)=O)cc3)cc2)c1N,4%
Cn1cc(S(=O)(=O)c2ccccc2)c(=O)c2cc(F)c(N3CCOCC3)cc21,3%
CCCCn1c(=N)c(S(=O)(=O)c2ccccc2)cc2c(=O)n3cccc(C)c3nc21,1%
Cc1cn2c(=O)cc(COC(=O)c3cccc(NC(=O)c4ccccc4Cl)c3)nc2s1,1%
COc1ccc(OC)c(NC(=O)CSc2ncc3c(n2)-c2ccccc2N(C)S3(=O)=O)c1,7%
CCOc1cccc(NC(=O)C2CC(=O)N(C)C(=Nc3cccc(OC)c3)S2)c1 (configuration not stated),u
COc1ccc2c(c1)c1c(c(=O)n(-c3ccc(C)cc3)c(=O)n1CC(=O)Nc1cc(C)ccc1C)n2C,1%
CCCN(CCC)CCCNC(=O)c1cn(CC)c2ccc(S(=O)(=O)N3CCc4ccccc4C3)cc2c1=O,-6%

In another format: two of the compounds above.
molecule: CCC(=O)C1CCCN(C(=O)c2ccc(OC3CCN(C(=O)c4cccnc4)CC3)cc2)C1 (configuration not stated)
  aSyn tox rescue: 3%
molecule: COc1c(Cl)cc(C(=O)NCc2ccco2)cc1Cl
  aSyn tox rescue: -6%

Further structures
SMILES,aSyn tox rescue
Cn1nnnc1SCCNCc1cc(Br)ccc1OCc1ccccc1Cl,8%
O=C(Cc1ccccc1)NCc1n[nH]c(=S)n1-c1ccccc1,1%
COc1ccc(CCNC(=O)Cn2nc(C)n3c(cc4occc43)c2=O)cc1OC,-12%
COc1ccccc1NC(=O)Cn1nnc(C(=O)Nc2ccccc2Br)c1N,1%
Cc1ccc(C)c(N2CCN(C(=O)CS(=O)(=O)c3cccc4nsnc34)CC2)c1,-6%
O=C(OCc1cc(=O)n2nc(C3CC3)sc2n1)c1ccc(NC(=O)c2ccccc2F)cc1,4%
CCCCCOC(=O)CSc1nc2sc3c(c2c(=O)n1-c1ccccc1)CC(C)(CC)OC3 (configuration not stated),4%
CC(C)NC(=O)C1CCCN(c2ncnc3c2nc2n3CCCCC2)C1 (configuration not stated),-5%
Cc1ccc(C)c2sc(NC(=O)c3nc4ccccc4s3)nc12,2%
Cc1c(CC(=O)NCc2ccccc2Cl)c(=O)oc2cc(O)ccc12,3%
COc1ccc(CCn2c(=O)c3cccnc3n(CC(=O)Nc3c(C)cc(C)cc3C)c2=O)cc1OC,-1%
COc1ccc(Cl)cc1NC(=O)CN(C)C(=O)c1cn(-c2ccccc2)nc1-c1cccs1,-10%
CCCN1CCN(CCCNC(=O)c2ccc3nc(Cc4ccccc4)oc3c2)CC1,5%
COc1cccc(C(=O)Nc2nc(-c3nnn(-c4cc(C)ccc4C)c3C)ns2)c1,-9%
COc1ccc(-c2nc3sc(CCNC(=O)C(=O)Nc4c(C)cccc4C)c(C)n3n2)cc1,-5%
CSc1cccc(CNC(=O)C2CCC(=O)N(CCc3ccccc3)C2)c1 (configuration not stated),6%
CCc1ccc(C(=O)NNc2ccc(F)cc2)cc1,4%
CC(=O)N/N=C(\C)CC(=O)Nc1cccc(C(F)(F)F)c1,-3%
O=C(CN1C(=O)COc2ccc(S(=O)(=O)N3CCOCC3)cc21)N1CCN(c2cccc(Cl)c2)CC1,7%
COc1cc(C2CC(=O)C3=C(C2)Nc2ncnn2C3c2cccs2)cc(OC)c1OC (configuration not stated),5%

High-throughput results as filed in PubChem.
